SNCA viab count: counter-screen for SNCA expression inhibitors: cell viability | HEK-293-SNCA-luc viability, GF-AFC fluorescence, 24 h | Potency, µM (doses to about 57.1 µM), inactives show top-dose activity change, negative = cytotoxicity, most hits filed as cytotoxic | 0.12% of 150,000 active;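 note: potency is the fitted concentration of half-maximal effect; 0% = DMSO-treated cells and -100% = medium-only wells without cells; nearly all actives have a fitted effect of over 30% in size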
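Cytotoxicity counterscreen: after 24 h compound treatment of genome-edited SNCA-luciferase HEK-293 cells, live-cell protease substrate GF-AFC read by fluorescence after 30 min; activity scaled between DMSO (0%) and medium-only (-100%), curves Hill-fitted.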
Luciferase inh: Photinus pyralis luciferase inhibition; 2.5% of 76,000 active; purified P. pyralis luciferase, luminescence, biochemical; Potency, µM (series often up to 115 µM), inactives show at the top dose activity change, negative = inhibition, actives largely listed as inhibitors; AID 1347043; note: potency is the fitted concentration of half-maximal effect; nearly all actives have a fitted effect of over 65% in size
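Inhibitors were tested against purified firefly luciferase in a biochemical, low-substrate format (both substrates at 10uM) and luminescence measured with a CCD imager.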
HEK cytotox: HEK 293 cell cytotoxicity. HEK 293 viability, ATP luminescence (CellTiter-Glo), 48-72 h. Potency, µM (series often up to 115 µM), for the others: at the highest dose activity change, negative = cytotoxicity, hits mostly inhibitors. 6.6% of 94,000 active; note: potency is the fitted concentration of half-maximal effect; nearly all actives have a fitted effect of over 60% in size
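250 HEK 293 cells/well; compound by pintool; incubated 48 or 72 hr at 37 degree Celsius; CellTiter-Glo added, 10 min RT, luminescence imaged.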
NIH3T3 tox: cytotoxic compounds in NIH 3T3 cells. NIH 3T3 viability, CellTiter-Glo ATP luminescence, 48-72 h. Potency, µM (doses to about 96.7 µM), for the others: at the top dose activity change, negative = cytotoxicity, actives largely listed as inhibitors. 4.3% of 94,000 active. AID 1345082; note: potency is the fitted concentration of half-maximal effect; nearly all actives have a fitted effect of over 55% in size
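Viability of NIH 3T3 cells after 48 or 72 hr compound treatment at 37 °C was assessed by CellTiter-Glo, with luminescence imaged following a 10 min room-temperature step.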
IP6K1 inh: blocks human inositol hexakisphosphate kinase 1; Q92551; IP6K1 kinase, ADP-Glo luminescence, 2 h; active compounds read low; activity change, % (series mostly up to about 58 µM); 0.81% of 140,000 active; AID 1645851; in the data active = activity change below about -25%
Target sequence (Q92551 whole entry, looked up): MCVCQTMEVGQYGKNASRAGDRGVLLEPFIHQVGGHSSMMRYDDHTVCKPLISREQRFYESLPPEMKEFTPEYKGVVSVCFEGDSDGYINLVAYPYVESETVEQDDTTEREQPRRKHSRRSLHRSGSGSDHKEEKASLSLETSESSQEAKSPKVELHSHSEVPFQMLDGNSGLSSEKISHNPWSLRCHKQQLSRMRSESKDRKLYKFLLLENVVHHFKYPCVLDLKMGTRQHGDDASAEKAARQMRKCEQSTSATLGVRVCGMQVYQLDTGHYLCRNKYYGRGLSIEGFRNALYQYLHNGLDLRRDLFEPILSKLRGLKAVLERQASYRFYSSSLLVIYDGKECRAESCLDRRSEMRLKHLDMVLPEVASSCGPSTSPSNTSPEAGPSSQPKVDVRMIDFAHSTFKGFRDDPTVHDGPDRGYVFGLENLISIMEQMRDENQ
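ADP-Glo luminescence measures ADP made by human IP6K1 during a 2 h RT reaction with ATP/IP6 (mix at 1.3 mM/130 uM); top library doses 57.5 and 19.1 uM final.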
GPT2 inhibitor: inhibitors of human GPT2 alanine aminotransferase; Q8TD30; Recombinant GPT2, coupled pyruvate oxidase/HRP Amplex Red fluorescence; Potency, µM (series often up to 57.7 µM), inactives show top-dose activity change, negative = inhibition, actives largely listed as inhibitors; 0.25% of 100,000 active; AID 1671188; note: potency is the fitted concentration of half-maximal effect; nearly all actives have a fitted effect of over 60% in size; many of its hits are not listed in these tables
Target sequence (Q8TD30 whole entry, looked up): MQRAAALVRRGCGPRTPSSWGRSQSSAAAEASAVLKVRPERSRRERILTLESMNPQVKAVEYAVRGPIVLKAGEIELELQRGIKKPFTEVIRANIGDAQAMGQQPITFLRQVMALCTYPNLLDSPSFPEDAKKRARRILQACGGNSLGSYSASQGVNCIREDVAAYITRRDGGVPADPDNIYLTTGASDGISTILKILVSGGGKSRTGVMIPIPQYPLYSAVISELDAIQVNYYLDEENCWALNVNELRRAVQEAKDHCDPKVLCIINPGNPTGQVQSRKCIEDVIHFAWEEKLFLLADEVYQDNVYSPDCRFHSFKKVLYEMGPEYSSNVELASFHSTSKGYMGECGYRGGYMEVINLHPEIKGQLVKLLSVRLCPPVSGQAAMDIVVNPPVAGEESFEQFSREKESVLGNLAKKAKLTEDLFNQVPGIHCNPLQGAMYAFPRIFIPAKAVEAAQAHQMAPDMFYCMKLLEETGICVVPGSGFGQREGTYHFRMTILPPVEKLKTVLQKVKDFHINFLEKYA
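Inhibition is scored from Amplex Red fluorescence generated when pyruvate oxidase and HRP act on pyruvate released by GPT2. Reactions contain 10ng/uL enzyme, 250uM a-KG and 2mM L-alanine and run 30 min at room temperature.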
SNCA expr inhib: SNCA gene expression inhibition; HEK-293 SNCA-luciferase knock-in, luminescence, 24 h; Potency, µM (highest dose often 57.2 µM), inactives show at the top dose activity change, negative = inhibition, actives largely listed as inhibitors; 0.17% of 140,000 active; AID 1671194;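 note: potency is the fitted concentration of half-maximal effect; plate controls were DMSO cells for no effect and cell-free wells for full effect; nearly all actives have a fitted effect of over 45% in size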
* = called active by the depositor; i = inactive; ? = inconclusive; · = not tested or not shown; [ ] = remark or other dose. Unless noted, calls come from the whole dose curve; as a rule, active = well fitted curve in the direction sought with a large enough effect; inconclusive = small, poorly fitted or top-dose-only effect, or another doubt; inactive = no such curve, though single readings can be large; an effect the other way counts as inactive or inconclusive. Unless noted, % is set by controls: 0 for no effect and ±100 for the full control effect. The list is partial; rates above refer to the full screens.

compound	SNCA viab count	Luciferase inh	HEK cytotox	NIH3T3 tox	IP6K1 inh	GPT2 inhibitor	SNCA expr inhib
CC1=NOC2(CCCN(Cc3ccccn3)C2)C1 (stereo unspecified)	4.6%[87.6 µM]	·	i	i	0.7	i	2.8%[87.6 µM]
CN1Cc2ccccc2-n2ccnc2C12CCN(C(=O)C1CCOCC1)CC2	7.7%	7.7%	-1.4%	?	24.7	-19.9%	4.0%
CC(C)(C)c1ccc(NC(=O)OC[C@H]2C[C@@H]3CCN2C[C@@H]3c2cc(C3CCCC3)nc(-c3ccncc3)n2)cc1	?	?	20µM*	20µM*	21.8	-9.8%	?
COc1ccc(-c2cc([C@H]3CN4CC[C@H]3C[C@@H]4CNC(=O)NCc3ccccc3)n(C)n2)cc1	4.2%	8.1%	?	?	-1.2	-8.4%	1.8%
Cc1ccc([C@H]2CN(C(=O)CN3C(=O)CNC3=O)[C@@H]3C4CCN(CC4)[C@H]23)cc1	4.0%	9.2%	-25.0%	0.0%	-2.2	2.0%	-5.8%
CC(=O)Nc1ccc(S(=O)(=O)N2C[C@@H]3C[C@H](C2)c2c(-c4cccs4)ccc(=O)n2C3)cc1	1.5%	-1.6%	-1.7%	-21.8%	10.0	-15.6%	-3.4%
C=CC(C)(C)C12C=C(O)C(=O)N3/C(=C\c4cnc[nH]4)C(=O)NC31N(OC)c1ccccc12 (stereo unspecified)	-30.4%[23.9 µM]	·	·	·	-16.7	i	·
COc1cc2c(cc1OCc1ccccc1)N(C(=O)c1cccc(N(C)C)c1)CC21CCN(C)CC1	-16.7%	-11.6%	?	11.2µM*	-5.5	1.7%	-0.4%
NC(N)=Nc1ccc2[nH]c3c(c2c1)C[C@@]1(O)[C@H]2Cc4ccc(O)c5c4[C@@]1(CCN2CC1CC1)[C@H]3O5	1.8%	·	·	·	·	-19.5%	24.9%
C#CCN1C(=O)[C@@H]2[C@H](c3ccccc31)[C@@H](C(=O)OCC)[C@@H](c1ccccc1)N2C(=O)COC	·	·	44.7µM*	?	2.0	·	·
CN(C)CCN(C)C[C@H]1CN2CC[C@H]1C[C@@H]2CNC(=O)c1ccc(N(C)C)cc1	-1.1%[87.6 µM]	1.7%[172 µM]	i	-4.2%[174 µM]	0.8	-9.3%[88.5 µM]	-12.1%[87.6 µM]
COC1C(O)C(OC2CCC3(C=O)C(CCC4C3CCC3(C)C(C5=CC(=O)OC5)CCC43O)C2)OC(C)C1OC1OC(CO)C(O)C(O)C1O (stereo unspecified)	?	·	·	·	16.7	-7.0%[17.1 µM]	·
CC(=O)N1CCC2(CC1)CC(c1cccnc1)=NO2	5.2%[87.6 µM]	·	-1.4%[172 µM]	i	-2.9	-18.3%[88.5 µM]	-20.3%[87.6 µM]
CCC(CC)c1cc([C@H]2CN3CC[C@H]2C[C@@H]3CNC(=O)Nc2ccc(C(C)=O)cc2)nc(-c2ccncc2)n1	-22.6%	15.1%	25.1µM*	17.8µM*	-0.7	i	7.2%
CCn1nccc1C(=O)N1[C@H]2CC[C@@H]1c1cnc(-c3ccccc3)nc1C2	-12.3%	8.7%	?	-38.8%	37.1	3.9%	-12.8%
Cc1ccc(NC(=O)N2C[C@@H]3C[C@H](C2)c2c(-c4ccccc4F)ccc(=O)n2C3)cc1	-0.8%[87.6 µM]	8.6%[172 µM]	-8.5%[172 µM]	-0.6%[174 µM]	8.8	i	11.4%[87.6 µM]
COc1cc2c(cc1OCc1ccncc1)NC(=O)C21CCN(Cc2ccncc2)CC1	6.1%[87.6 µM]	-19.8%[172 µM]	?	?	-14.0	-8.9%[88.5 µM]	16.7%[87.6 µM]
c1cc2c(cc1[C@H]1OC[C@H]3[C@H]1CO[C@H]3c1ccc3c(c1)OCO3)OCO2	-0.9%	·	·	·	·	0.7%	21.9%
CN(C1CCNCC1)C1CCOCC1	6.1%	0.2%	i	-8.0%	2.4	i	18.6%
C#CCN1C(=O)[C@@H]2[C@H](c3ccccc31)[C@@H](C(=O)OCC)[C@@H](c1ccccc1)N2C(=O)C(=O)OCC	·	·	?	?	-2.0	·	·
COc1cccc(S(=O)(=O)N2CCC3(C2)C(=O)N(C)c2ccc(OC)cc23)c1 (stereo unspecified)	?	-3.8%	?	-45.9%	-17.5	i	?
CC(C)(C)NC(=O)N1[C@H]2CC[C@@H]1c1cnc(-c3ccccc3)nc1C2	-1.9%	0.0%	-16.9%	-0.2%	11.2	i	-7.2%
COc1cccc(CC(=O)N2CC[C@H]3C(=O)NCCCCCN(Cc4cccnc4)[C@@H]3C2)c1	-6.5%	-5.2%	i	2.7%	12.7	-9.4%	17.3%
CN1CCCC12Cc1ccccc1CN(C(=O)Cc1cccc(Cl)c1)C2 (stereo unspecified)	-7.9%	·	?	?	-16.1	i	-10.2%
Cc1ncc2c(n1)C[C@@H]1CC[C@H]2N1S(=O)(=O)Cc1ccccc1	0.0%	1.4%	i	2.1%	4.8	2.9%	?

Individual results from above.
Reading of `COc1cccc(S(=O)(=O)N2CCC3(C2)C(=O)N(C)c2ccc(OC)cc23)c1` (stereo unspecified) under Luciferase inh: -3.8%
Reading of `Cc1ncc2c(n1)C[C@@H]1CC[C@H]2N1S(=O)(=O)Cc1ccccc1` under SNCA viab count: 0.0%
Reading of `CC1=NOC2(CCCN(Cc3ccccn3)C2)C1` (stereo unspecified) under SNCA viab count: 4.6%[87.6 µM]
Reading of `COC1C(O)C(OC2CCC3(C=O)C(CCC4C3CCC3(C)C(C5=CC(=O)OC5)CCC43O)C2)OC(C)C1OC1OC(CO)C(O)C(O)C1O` (stereo unspecified) under GPT2 inhibitor: -7.0%[17.1 µM]
Reading of `c1cc2c(cc1[C@H]1OC[C@H]3[C@H]1CO[C@H]3c1ccc3c(c1)OCO3)OCO2` under SNCA expr inhib: 21.9%
Reading of `Cc1ccc([C@H]2CN(C(=O)CN3C(=O)CNC3=O)[C@@H]3C4CCN(CC4)[C@H]23)cc1` under IP6K1 inh: -2.2

Next section:
compound	SNCA viab count	Luciferase inh	HEK cytotox	NIH3T3 tox	IP6K1 inh	GPT2 inhibitor	SNCA expr inhib
CC(C)NC(=O)NC[C@H]1C[C@@H]2CCN1C[C@@H]2c1cc(-c2ccccc2)nn1C	-0.6%[87.6 µM]	8.7%[172 µM]	-1.9%[172 µM]	-3.3%[174 µM]	-0.6	-3.0%[88.5 µM]	-20.0%[87.6 µM]
Cc1cnc(C2CC2)n1C1CCNCC1	-20.3%	-9.9%	-4.7%	-1.1%	0.1	-0.7%	-11.9%
CC1CCCC(O)CC(=O)Cc2cc(O)cc(O)c2C(=O)O1 (stereo unspecified)	-8.5%	·	·	·	-16.6	i	·
COc1ccc(-c2cc([C@H]3CN4CC[C@H]3C[C@@H]4COC(=O)NC(C)C)n(C)n2)cc1OC	-8.0%	-3.0%	-0.6%	?	-8.8	-21.0%	-2.8%
FC(F)(F)CN1C2CCC1CN(c1ccc(C(F)(F)F)nc1)C2	-4.8%	·	-14.1%	2.2%	-13.7	i	4.7%
Cc1cc(C(=O)N2[C@H]3CC[C@@H]2c2cnc(-c4ccccc4)nc2C3)nn1C	?	9.6%	?	?	4.7	1.8%	-11.3%
Cc1ncc2c(n1)C[C@@H]1CC[C@H]2N1C(=O)Nc1ccc(C)c(C)c1	3.0%	-1.0%	3.4%	-12.1%	19.0	-6.1%	-21.8%
COc1ccccc1-c1cc([C@H]2CN3CC[C@H]2C[C@@H]3COC(=O)Nc2ccc(C(C)C)cc2)nc(C)n1	?	17.8µM*	5.01µM*	?	-17.4	-2.9%	?
COc1ccc(-c2cn(C[C@H]3CC4CCN3C[C@@H]4C(=O)N3CCN(c4ccccc4OC)CC3)nn2)cc1 (stereo partly specified)	3.6%	-0.8%	2.6%	i	18.2	4.0%	?
CN1Cc2ccccc2-n2ccnc2C12CCN(C(=O)c1ccoc1)CC2	-5.6%	9.9%	4.8%	-15.0%	17.3	0.5%	-16.1%
Cc1noc(-c2ccc(N3CC4CC(C3)c3cccc(=O)n3C4)nc2)n1 (stereo unspecified)	-7.2%	?	-13.2%	-1.6%	1.0	i	4.6%
CCCNC(=O)OC[C@H]1C[C@@H]2CCN1C[C@@H]2c1cc(-c2ccc(OC)c(OC)c2)nn1C	-0.2%	-3.6%	-12.2%	-28.8%	-7.7	i	27.3%
CCN(CC)C(=O)c1ccc(NC(=O)c2ccc(-c3nn(C)c(=O)c4ccccc34)cc2)cc1	-0.1%	·	·	·	6.6	·	16.0%
O=C(c1ccc2c(c1)N(Cc1ccc(F)cc1Cl)C(=O)c1ccccc1S2)N1CCC2(CC1)OCCO2	?	·	·	·	-17.1	·	?
CC(C)[N+](C)(CCC(C(N)=O)(c1ccccc1)c1ccccc1)C(C)C	-28.6%[23.9 µM]	·	·	·	-11.0	i	-0.2%[25.6 µM]
Cc1ccncc1C(=O)N1[C@H]2CC[C@@H]1c1cnc(-c3ccc(F)cc3)nc1C2	0.0%	9.4%	?	-25.8%	-3.3	-3.9%	-5.5%
Cc1ccc(Cn2cccc(C(=O)Nc3ccc4c(c3)OCO4)c2=O)cc1	4.2%	·	·	·	16.9	·	-0.8%
CC(C)C(=O)O[C@H]1[C@@H]2[C@H](C)C(=O)O[C@@H]2C[C@@H](C)[C@@H]2C=CC(=O)[C@]21C	?	·	·	·	-1.9	-35.2%[27.3 µM]	·
COc1ccc2c(c1)[C@@]13CCCC[C@H]1[C@@H](C2)NCC3	-1.7%	·	·	·	·	i	1.5%
O=C(Cc1ccccc1)N1Cc2ccccc2CC2(CCCCN2Cc2ccccn2)C1 (stereo unspecified)	-23.1%	·	?	?	-14.8	-1.0%	?
c1ccc2c(c1)sc1ccccc12	0.7%[23.9 µM]	·	·	·	-1.3	i	-30.6%[25.6 µM]
Cc1ncc2c(n1)C[C@@H]1CC[C@H]2N1C(=O)c1ccnn1C	6.5%	0.0%	2.6%	i	9.3	i	6.8%

2 consecutive records out of the list so far:
compound	SNCA viab count	Luciferase inh	HEK cytotox	NIH3T3 tox	IP6K1 inh	GPT2 inhibitor	SNCA expr inhib
c1ccc2c(c1)sc1ccccc12	0.7%[23.9 µM]	·	·	·	-1.3	i	-30.6%[25.6 µM]
Cc1ncc2c(n1)C[C@@H]1CC[C@H]2N1C(=O)c1ccnn1C	6.5%	0.0%	2.6%	i	9.3	i	6.8%

Assay outcomes deposited in PubChem BioAssay by National Center for Advancing Translational Sciences (NCATS).
